KLK7 zymogen act: activators of human kallikrein-7 zymogen; P49862; purified proKLK7, EDANS-DABCYL substrate fluorescence; 100% is mature enzyme control, 0% vehicle; activation, % at 7 µM; 370,000 compounds, 0.9% hits; AID 652039;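 active means activation above the mean of all tested compounds plus 3 SD, computed per campaign excluding outliers beyond control limits, cut at about 13% in these data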
Target sequence (P49862 whole entry, looked up): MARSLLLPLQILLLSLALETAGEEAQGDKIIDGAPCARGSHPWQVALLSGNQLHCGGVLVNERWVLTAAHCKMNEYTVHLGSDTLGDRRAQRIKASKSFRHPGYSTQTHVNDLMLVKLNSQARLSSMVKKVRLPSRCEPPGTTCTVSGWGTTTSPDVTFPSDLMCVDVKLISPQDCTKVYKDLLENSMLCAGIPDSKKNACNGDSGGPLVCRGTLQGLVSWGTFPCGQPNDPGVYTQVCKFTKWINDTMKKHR
DDE Tn6 FP inh: inhibitors of Tn6 peptide binding to human fibrin DD(E); P02675; Fibrin DD(E) TRITC-Tn6 fluorescence polarization displacement; inhibition, % at 8.3 µM; 370,000 compounds, 0.21% hits;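 active means inhibition above a per-campaign cutoff: mean of compounds within control limits plus 3 SD, cut at about 15% in these data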;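 further: 0% = median of all compound wells on the plate and 100% = blocking peptide control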
UHRF1 binding: human UHRF1 methylated DNA binding inhibitors. Q96T88. UHRF1 binding to methylated oligo, TR-FRET. inhibition, % at 4.4 µM. 370,000 compounds, 0.75% hits; in the data active means inhibition above about 21%;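 further: UHRF1 SRA domain binding a hemimethylated CpG hairpin DNA probe; 0% = median of test compound wells and 100% = reference inhibitor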
Target sequence (Q96T88 whole entry, looked up, the tested form may be a part): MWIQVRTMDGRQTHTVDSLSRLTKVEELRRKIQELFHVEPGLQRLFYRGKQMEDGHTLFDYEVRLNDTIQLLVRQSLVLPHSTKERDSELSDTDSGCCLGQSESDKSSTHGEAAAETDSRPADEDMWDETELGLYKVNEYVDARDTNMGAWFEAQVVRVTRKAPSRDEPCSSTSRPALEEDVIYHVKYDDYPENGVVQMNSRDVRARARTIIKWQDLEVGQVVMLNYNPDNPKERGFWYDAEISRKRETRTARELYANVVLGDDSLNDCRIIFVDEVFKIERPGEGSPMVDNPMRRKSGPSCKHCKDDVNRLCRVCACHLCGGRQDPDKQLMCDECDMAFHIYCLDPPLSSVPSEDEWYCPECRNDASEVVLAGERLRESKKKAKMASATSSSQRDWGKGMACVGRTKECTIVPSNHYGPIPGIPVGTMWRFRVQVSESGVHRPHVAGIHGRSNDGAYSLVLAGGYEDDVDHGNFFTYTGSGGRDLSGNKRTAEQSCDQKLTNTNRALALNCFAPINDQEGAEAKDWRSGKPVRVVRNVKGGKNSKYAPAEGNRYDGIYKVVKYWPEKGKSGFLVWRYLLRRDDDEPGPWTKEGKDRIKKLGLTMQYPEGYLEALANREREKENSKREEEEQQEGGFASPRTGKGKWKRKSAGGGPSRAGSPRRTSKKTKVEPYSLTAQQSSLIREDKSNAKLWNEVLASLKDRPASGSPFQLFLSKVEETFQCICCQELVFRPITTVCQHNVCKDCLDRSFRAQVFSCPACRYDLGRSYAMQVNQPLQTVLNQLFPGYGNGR
ARFGAP1 inh: inhibitors of rat ARFGAP1 | inhibition, % at 16.5 µM | AID 651572 | Arfgap1-stimulated ARF1 GTP hydrolysis, GDP FP detection | 360,000 compounds, 0.26% hits;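 active means inhibition above a per-plate limit, mean inhibition of low control wells plus 3 SD, cut at about 25% in these data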;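 further: 0% = DMSO wells with enzyme and 100% = wells lacking Arfgap1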
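Material – truncated rat Arfgap1 GAP domain · Buffer or medium – HEPES-based buffer, pH 7.5 · Reagent – human ARF1(Δ1-17)-GTP substrate · Dosing – 16.5 µM single point, 1.26% DMSO · Schedule – GTP hydrolysis reaction 2 h at 25 °C · Technique – GDP detection by fluorescence polarization · Benchmarks – No-Arfgap1 wells (100%) versus DMSO full-reaction wells (0%) · Repeats – single replicate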
DDE Tn7 FP inh: inhibitors of Tn7 peptide binding to human fibrin DD(E); P02675; FP displacement of FITC-Tn7 peptide from fibrin DD(E); 0% = median of compound wells per plate; inhibition, % at 8.3 µM; 370,000 compounds, 0.13% hits; AID 720508;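 active means inhibition above the mean of compounds falling within the control limits plus 3 SD of them, cut at about 14% in these data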;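 further: 0% = plate median of compound wells and 100% = 10 µM Aha-Tn7 peptide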
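Assay system: Human fibrin DD(E) protein | Medium: Tris buffer with calcium and detergent, pH 7.8 | Reagent: 0.1 µM fluorescent Tn7 | Compound dosing: Single point at 8.3 µM | Times: 10 min preincubation, 3 h with tracer, room temperature | Detection: Fluorescence polarization of the labelled Tn7 tracer | Controls: Aha-Tn7 high control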
ASAP1 GAP inh: blocks human ASAP1-stimulated Arf1 GTP hydrolysis. 360,000 compounds, 0.19% hits. GDP FP detection. Q9ULH1. inhibition, % at 16.5 µM. AID 624377; in the data active means inhibition above about 25%;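 further: 0% = vehicle with enzyme and substrate and 100% = no enzyme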
PLC-gamma1 inh: PLC-gamma1 (human) inhibition, primary screen; inhibition, % at 12.2 µM; P19174; 370,000 compounds, 0.84% hits; purified PLC-gamma1, fluorogenic substrate, fluorescence; in the data active means inhibition above about 9.5%
PLC-beta3 inh: inhibitors of human phospholipase C beta3; inhibition, % at 12.2 µM; Purified PLC-beta3, fluorogenic substrate, fluorescence; 370,000 compounds, 0.18% hits; in the data active means inhibition above about 11%;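 further: 0% = median of compound wells on plate and 100% = full blocker control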
ADAM17 inh: inhibits human ADAM17. P78536. recombinant ADAM17, EDANS/DABCYL FRET peptide cleavage. inhibition, % at 6.95 µM. 370,000 compounds, 0.83% hits. AID 720648;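 active means inhibition above the mean of compounds lying between control limits plus 3 SD, set per campaign, cut at about 8.5% in these data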;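 further: 0% = DMSO-only wells as the low control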
MBD2 inh: blocks human MBD2 binding to methylated DNA; TR-FRET, MBD2 binding to methylated oligonucleotide; Q9UBB5; inhibition, % at 4.4 µM; AID 686964; 370,000 compounds, 0.31% hits; in the data active means inhibition above about 13%
* hit, by the source's call; i = inactive. Random draw from the library; overall some 4.1% were active at least once.

SMILES	KLK7 zymogen act	DDE Tn6 FP inh	UHRF1 binding	ARFGAP1 inh	DDE Tn7 FP inh	ASAP1 GAP inh	PLC-gamma1 inh	PLC-beta3 inh	ADAM17 inh	MBD2 inh
Nc1c(C(=O)C2CC2)sc2nc(-c3ccccc3)cc(C(F)(F)F)c12	0.6	4.7	2.4	-8.2	-0.3	13.2	-84.1	-116.9	0.2	4.1
Cc1cc(NC(=O)CSc2ccnc(=O)[nH]2)no1	0.4	0.9	-1.0	2.8	0.7	2.8	3.2	-10.1	-1.6	0.1
CCCn1cc(CN2CCC(N3CCC(C(=O)N4CCOCC4)CC3)CC2)c(C)n1	-0.6	6.6	-0.7	-7.7	4.3	-10.8	-0.4	-5.9	-7.6	-0.3
CCOC(=O)C(=O)NNc1ccccc1OC	0.1	6.3	2.7	-0.9	1.3	1.9	-0.4	-1.9	-7.0	3.0
Cc1ccccc1NC(=O)CSc1nnc(CNC(=O)c2ccc3c(c2)OCO3)n1C	0.2	2.9	0.3	6.6	4.5	4.7	0.0	-6.9	-6.0	2.6
O=C(Nc1cccnc1)C1CCN(S(=O)(=O)c2ccc(Cl)cc2)CC1	0.1	4.1	-3.8	-5.0	8.5	-10.1	2.8	-1.9	-2.8	-5.8
CC1CCCCC1NC(=O)c1ccc(N2CCCC2=O)cc1 (configuration not stated)	-0.5	-2.9	-2.7	-9.1	4.8	-1.6	0.7	-1.6	-3.6	2.6
O=c1[nH][nH]c2c1[C@H](c1ccc(F)cc1)O[C@H](CCC(F)(F)F)C2	0.2	7.3	-7.3	5.5	3.3	-2.6	-0.9	2.4	-2.5	1.3
O=C(Nc1ccccc1)OCCNC(=O)c1cccc(Cl)c1	0.4	-4.3	0.8	5.3	2.1	11.7	7.1	1.3	2.3	-3.0
CCOC(=O)CN(C(=O)CSc1nnc(Cc2ccccc2)n1-c1ccc(C)cc1)c1ccccc1	-0.5	2.2	-1.1	6.4	3.9	1.4	-1.5	2.8	-4.6	1.4
COc1ccccc1N1CCN(S(=O)(=O)c2c[nH]c(=O)[nH]c2=O)CC1	-0.2	2.9	0.6	7.8	-2.7	-25.7	1.1	-6.2	-7.2	-2.8
C=CCn1c(-c2csc(-c3ccc(Cl)cc3)n2)n[nH]c1=S	0.1	8.3	-0.7	1.0	4.2	-6.2	9.8*	7.7	2.8	-2.2
CSc1ccccc1NC(=O)CN(C)Cc1c(O)ccc2ccccc12	0.1	5.1	1.7	14.4	-5.5	3.1	2.8	-17.3	-26.7	2.6
CS(=O)(=O)N1CCC(Oc2ccccc2C(=O)N2CCCCC2CO)CC1 (configuration not stated)	0.0	3.5	0.0	-1.4	12.4	5.2	-0.4	2.5	-1.6	-3.8
COC(=O)c1cc(OC)c(OC)c(OC)c1NC(=O)c1ccc(S(=O)(=O)N(C)C)cc1	0.2	3.5	-1.6	18.2	1.2	-13.3	3.5	6.7	-0.1	1.3
O=C(Cc1ccccc1)N1CCCC(c2nc(-c3ccc(S(=O)(=O)N4CCCC4)cc3)no2)C1 (configuration not stated)	-0.1	-1.4	1.1	-21.0	-4.6	10.6	-0.2	-1.0	-4.0	3.5
c1ccc(C(c2nnnn2C2CCCC2)N2CCN(c3nc4ccccc4s3)CC2)cc1 (configuration not stated)	-0.1	7.5	4.2	1.0	12.7	-10.3	-0.3	8.6	-0.2	3.7
Cc1[nH]n(S(=O)(=O)Cc2ccccc2)c(=O)c1N=Nc1ccccc1Cl	-0.2	3.1	0.5	-12.8	0.2	2.5	11.6*	1.0	0.8	-3.0
O=C(/C=C/c1ccc([N+](=O)[O-])cc1)/C=C/c1ccco1	0.2	-7.7	17.1	-7.0	-2.3	2.8	-54.6	-105.9	-0.3	10.4
COc1ccccc1N1CCN(C(=O)c2ccc3c(c2)CCN3S(=O)(=O)c2ccccc2)CC1	0.7	-9.5	5.9	17.4	3.1	-4.4	11.5*	-12.9	7.1	10.5
N/C(=N\OC(=O)c1ccc(Cl)cc1Cl)c1ccncc1	0.7	1.1	8.3	-6.0	-2.2	-13.7	-4.2	-6.4	-5.9	6.0
O=C(N/N=C/c1ccc(N2CCCCC2)o1)c1ccccc1[N+](=O)[O-]	-0.7	-3.8	-4.9	8.7	4.2	10.9	-2.6	-2.4	-0.1	-6.1
Cc1ccc(S(=O)(=O)N2C[C@H]3C(=O)C[C@@H](c4cccc(Cl)c4)N(S(=O)(=O)c4ccc(C)cc4)[C@H]3C[C@H]2c2ccc(Cl)cc2)cc1	0.2	-7.5	0.4	0.7	3.0	10.2	2.5	6.0	3.4	-2.2
COc1ccc(C)cc1NC(=O)CCNS(=O)(=O)c1ccc2c(c1)CCC(=O)N2	-0.1	-3.4	-1.9	-5.5	-5.5	-11.4	5.3	-4.7	-3.4	-4.8
COC(=O)c1ccc(NC(=O)CN(c2ccc(C)cc2)S(=O)(=O)c2c(C)nn(C)c2C)cc1	0.1	-3.9	-1.5	3.7	2.3	1.4	-1.2	0.3	-0.7	-3.1
CCCc1cc(=O)oc2c3c(cc(OCC(=O)N4CCC(C(=O)O)CC4)c12)OC(C)(C)CC3	64.8*	1.9	1.4	1.8	0.7	3.2	i	i	i	-1.0
CCOC(=O)/C=C1\SC(C)C(=O)N1CC(=O)N(CCC#N)c1ccccc1 (configuration not stated)	0.1	-9.2	2.3	10.8	3.6	-1.9	2.6	-1.3	-5.6	4.6
CC(=O)NC(c1ccccc1)c1nc(-c2cccc(C(C)C)c2)cs1 (configuration not stated)	0.3	-0.1	-1.4	9.5	-0.8	3.2	1.0	2.7	4.5	-2.8
CC(C)OC(=O)c1ccc(NCc2cc(O)ccc2O)cc1	1.4	-3.7	-4.1	6.5	7.2	2.5	-1.4	-1.5	3.9	-4.3
Cc1cc(OCC(=O)NC2CC(C)(C)NC(C)(C)C2)c2c(C)c(C)c(=O)oc2c1	11.5	0.5	-0.5	-7.2	3.4	-1.4	-133.9	-189.7	-94.0	4.5
Cc1cc(C)n(C(=O)N(c2ccccc2)c2ccccc2)n1	-0.5	9.9	0.6	14.0	4.3	-0.5	-2.1	-0.8	-2.7	2.2
CCN1C(=O)[C@H]2[C@H]3CN=C(SCc4ccc(Cl)cc4)N3[C@@](Cc3ccccc3)(C(=O)OC)[C@H]2C1=O	0.1	8.2	-1.4	10.1	1.0	7.9	-0.3	1.4	3.6	-0.5
CC(=O)Nc1cccc(-n2nnc(SCC(=O)c3ccccc3)n2)c1	0.1	1.8	1.2	8.0	0.2	-9.6	-0.5	-1.7	-1.9	0.7
Cc1cccc(C(=O)Oc2coc(CSc3nnc(NC(=O)C4CC4)s3)cc2=O)c1	-0.9	0.1	-0.1	16.2	-4.3	-6.0	0.8	5.8	1.7	-1.0
COc1ccc(S(=O)(=O)Nc2cccc(C)c2C)c2cccnc12	0.0	-1.8	-0.1	-6.0	0.8	18.9	0.0	-16.4	-2.7	-6.8
Cc1cccc2c1cnn2C(=O)CCC(=O)NCc1ccc(F)cc1	0.0	-0.8	3.8	6.3	-0.2	7.3	-1.3	-0.3	-2.7	-0.5
CCOC(=O)c1cnc(-c2ccccc2)[nH]c1=O	0.6	1.3	-2.8	2.6	7.1	-3.6	0.6	1.9	-4.9	-0.7
CCOC(=O)c1nnc(-c2ccccc2)nc1NC	-0.3	0.8	-3.7	-6.5	0.2	-6.7	1.5	1.0	2.3	-3.8
CCSc1ncccc1C(=O)N[C@@H](CCSC)C(=O)OC	0.4	-3.2	1.0	4.5	-2.5	7.3	1.9	2.0	-6.8	0.8
CCn1c(=N)n(CCO)c2ccccc21	0.0	-5.7	-1.5	-5.5	-3.1	6.8	-0.6	-0.6	-0.7	-1.8
C[C@H](CO)N1C[C@H](C)[C@@H](CN(C)Cc2ccccn2)Oc2ncc(Br)cc2C1=O	0.1	-4.4	0.9	7.1	0.0	15.1	2.9	2.2	-2.2	-6.7
Oc1ccc(N=Nc2ccccc2)cc1	-0.5	-1.1	0.3	-0.2	0.5	2.3	1.6	-5.0	-1.5	3.6
CCN(CC(=O)NC1CCS(=O)(=O)C1)S(=O)(=O)c1ccc(Cl)c(C(F)(F)F)c1 (configuration not stated)	0.2	4.8	-2.1	-8.8	4.6	4.1	1.2	-5.2	0.3	-4.9
COc1ccc(/C=C(/NC(=O)c2ccc(C)cc2)C(=O)NCC2CCCO2)cc1 (configuration not stated)	0.6	-2.7	-2.1	7.3	0.8	-7.0	-2.1	-2.1	-1.1	4.5
Cc1cccc(NC(=S)NC(=O)c2cc(-c3ccccc3)nc3ccccc23)c1	-0.6	-4.5	2.5	6.3	2.6	2.8	-6.1	-4.5	-3.7	12.1
O=C(Nc1ccc(CN2CCS(=O)(=O)CC2)cc1)c1ccc(Cl)cc1	-0.2	-3.5	1.7	7.6	-10.0	-8.8	5.8	-3.2	-0.4	0.5
O=C(Nc1ccc(N2CCN(C(=O)c3ccccc3)CC2)c(Cl)c1)c1ncn[nH]1	0.2	-0.8	-0.8	-7.8	3.3	0.6	-6.5	-7.7	-1.8	-2.4
CS(=O)(=O)c1ccc(Cl)c(NC(=O)CCc2ccccc2)c1	0.4	-0.6	-1.6	1.7	-0.6	-2.1	0.3	4.7	-1.9	-3.7
COc1ccccc1NC(=O)C12CC3CC(C1)CC(c1ccc(C)cc1)(C3)C2	0.5	-4.5	-1.7	-3.0	-2.5	-8.7	1.3	-0.2	-6.0	0.3
CCN(C(=O)CN1C(=O)c2ccc([N+](=O)[O-])cc2C1=O)C1CCS(=O)(=O)C1 (configuration not stated)	-0.5	-4.9	0.6	2.8	-0.7	-0.9	-3.0	-33.9	-6.6	-3.4
Clc1ccc(CSc2nnc(CN3CCOCC3)n2-c2ccccc2)cc1Cl	-0.6	4.8	4.0	-2.0	-0.7	-4.8	7.3	6.0	-1.2	6.5
N#Cc1c(Nc2ccccc2)s[nH]c1=O	0.6	-1.6	-0.8	12.5	2.6	7.2	1.6	-5.3	-4.1	0.1
NNC(=O)C=C1CCN(c2ncc(C(F)(F)F)cc2Cl)CC1	0.1	2.2	-3.6	1.0	0.5	6.0	-5.6	-2.5	-0.7	-3.1
Cc1cccc(-n2nnnc2SCC(=O)c2cc(C)n(CC3CCCO3)c2C)c1 (configuration not stated)	0.4	11.1	0.9	-3.7	-3.7	-7.2	-2.0	-0.7	-0.8	-0.6

KLK7 zymogen act, what is marked active above.
SMILES	KLK7 zymogen act	DDE Tn6 FP inh	UHRF1 binding	ARFGAP1 inh	DDE Tn7 FP inh	ASAP1 GAP inh	PLC-gamma1 inh	PLC-beta3 inh	ADAM17 inh	MBD2 inh
CCCc1cc(=O)oc2c3c(cc(OCC(=O)N4CCC(C(=O)O)CC4)c12)OC(C)(C)CC3	64.8*	1.9	1.4	1.8	0.7	3.2	i	i	i	-1.0
